IDE cell activ: IDE (human) activation, cell-based | hit rate 0.073% among 340,000 | P14735 | activation, % at 5.96 µM | HEK cells, FAbeta-B cleavage, fluorescence polarization; 0% vehicle, 100% cell-free pure enzyme wells;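 active = activation above the mean of all tested compounds plus 3 SD, set per screening campaign, cut at about 17% in these data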
IMP-1 inhibitor: blocks Pseudomonas aeruginosa IMP-1 metallo-beta-lactamase; purified IMP-1, nitrocefin hydrolysis, epi-absorbance fluorescence; inhibition, % at 5.6 µM; hit rate 0.45% among 290,000; AID 1556;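 active = inhibition above the mean plus 3 SD of all compounds in the same screening run, cut at about 4.5% in these data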;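 note: 0% = IMP-1 with DMSO and 100% = DMSO wells lacking enzyme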
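Material – recombinant IMP-1 enzyme, purified · Amount – IMP-1 0.2 nM before substrate addition · Medium – HEPES buffer pH 7.1 with ZnSO4 and Brij 35 · Timing – 25 °C, 15 min preincubation, 25 min reaction · Measured by – plate fluorescence quenching by hydrolysis product, ex 480/em 530 nm · Read-out – percent enzyme inhibition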
pCIP destab: compounds decreasing mouse p/CIP protein stability. decrease of EGFP signal, % at 10 µM. F442A p/CIP-EGFP cells, EGFP fluorescence, 16 h. hit rate 0.01% among 290,000. Q05BA5;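 active = EGFP signal decrease of at least 30% at 10 µM or well 3 SD below plate mean, unless failing retest; inactive = the rest, including hits failing retest or dose response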; note: some compounds called inactive have numbers as strong as hits; many of its hits are not listed in these tables
Target sequence (Q05BA5 1-1403): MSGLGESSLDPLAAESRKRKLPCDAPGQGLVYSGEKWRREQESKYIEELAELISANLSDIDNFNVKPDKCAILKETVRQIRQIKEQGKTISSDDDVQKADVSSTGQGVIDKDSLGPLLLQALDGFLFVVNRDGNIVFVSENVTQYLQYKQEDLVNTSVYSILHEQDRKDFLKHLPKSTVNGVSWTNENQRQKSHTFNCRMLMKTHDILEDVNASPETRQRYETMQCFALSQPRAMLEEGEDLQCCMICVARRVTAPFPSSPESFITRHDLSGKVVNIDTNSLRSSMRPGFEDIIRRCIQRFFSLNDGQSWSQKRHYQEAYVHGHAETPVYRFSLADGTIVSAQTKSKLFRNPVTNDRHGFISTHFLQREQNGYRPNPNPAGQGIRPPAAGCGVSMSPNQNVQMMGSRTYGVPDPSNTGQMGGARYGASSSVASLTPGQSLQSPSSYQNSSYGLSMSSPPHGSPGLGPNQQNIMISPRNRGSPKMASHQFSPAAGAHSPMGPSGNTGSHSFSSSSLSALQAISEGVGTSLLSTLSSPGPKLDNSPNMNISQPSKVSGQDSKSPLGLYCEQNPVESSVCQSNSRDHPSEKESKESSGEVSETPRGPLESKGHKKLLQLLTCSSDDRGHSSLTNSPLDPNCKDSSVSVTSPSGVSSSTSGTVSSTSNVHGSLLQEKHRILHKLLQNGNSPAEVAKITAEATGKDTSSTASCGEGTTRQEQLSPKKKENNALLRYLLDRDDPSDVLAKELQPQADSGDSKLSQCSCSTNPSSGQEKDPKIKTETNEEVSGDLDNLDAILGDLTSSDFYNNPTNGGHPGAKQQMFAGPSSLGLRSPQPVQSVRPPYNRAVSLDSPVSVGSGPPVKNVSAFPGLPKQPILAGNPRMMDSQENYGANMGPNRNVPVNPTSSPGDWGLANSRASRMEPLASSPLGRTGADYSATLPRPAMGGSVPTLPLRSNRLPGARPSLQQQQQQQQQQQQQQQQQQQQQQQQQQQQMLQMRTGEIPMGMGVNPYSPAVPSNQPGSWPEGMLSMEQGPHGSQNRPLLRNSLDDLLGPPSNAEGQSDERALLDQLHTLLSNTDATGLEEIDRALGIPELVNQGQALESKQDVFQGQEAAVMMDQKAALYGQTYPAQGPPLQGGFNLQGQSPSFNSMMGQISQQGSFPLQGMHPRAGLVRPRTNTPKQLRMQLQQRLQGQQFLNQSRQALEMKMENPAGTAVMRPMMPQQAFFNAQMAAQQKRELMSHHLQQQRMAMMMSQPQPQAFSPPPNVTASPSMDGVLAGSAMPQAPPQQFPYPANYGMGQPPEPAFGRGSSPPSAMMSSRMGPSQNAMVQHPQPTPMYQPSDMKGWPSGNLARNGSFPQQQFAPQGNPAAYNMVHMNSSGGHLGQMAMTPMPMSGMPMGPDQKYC
IDE inh: cellular human IDE inhibition; HEK cells, FAbetaB cleavage, fluorescence polarization; inhibition, % at 5.59 µM; hit rate 0.41% among 320,000; P14735;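 active = percent inhibition above the average of all tested compounds plus 3 SD, set per screening campaign, cut at about 16% in these data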;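 note: IDE supplied by intact live HEK cells; FP after avidin binding of uncleaved biotin substrate so inhibition keeps polarization high; 0% = DMSO wells and 100% = 60 µM reference IDE inhibitor Ii1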
NALP1 inh: NALP1 inhibition; hit rate 0.61% among 280,000; AID 2071; S. cerevisiae NALP1/ASC/caspase-1 growth, X-gal OD620, 72 h; inhibition, % at 10 µM; in the data active = inhibition mostly above about 24%, no sharp cut-off; inactive = mostly below about 32%; note: some compounds called inactive have numbers as strong as hits
GPR7 antagonist: human neuropeptides B/W receptor 1 antagonism | GPR7-expressing cells, fluorescence antagonist assay | AID 1861 | inhibition, % at 4.4 µM | hit rate 1.1% among 290,000; in the data active = inhibition above about 16%, passing the limit was not always enough;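 note: cells stimulated with the agonist NPW; 0% = agonist with vehicle and 100% = vehicle without agonist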
PfM18AAP inh: PfM18AAP enzyme inhibition; recombinant PfM18AAP, H-Glu-NHMec fluorogenic cleavage; inhibition, % at 7.35 µM; hit rate 1.2% among 290,000; AID 1822;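 active = inhibition above the campaign mean inhibition over all tested compounds plus 3 SD, cut at about 28% in these data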;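 note: 0% = plate median of test compound wells and 100% = 2 mM ZnCl2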
PHOSPHO1 block: PHOSPHO1 (human) inhibition; Q8TCT1; recombinant PHOSPHO1, absorbance phosphatase assay; inhibition, % at 13.3 µM; hit rate 1.1% among 290,000; in the data active = inhibition above about 60%
VIM-2 inh: inhibitors of Pseudomonas aeruginosa VIM-2 metallo-beta-lactamase; hit rate 0.89% among 290,000; inhibition, % at 5.6 µM; purified VIM-2, nitrocefin hydrolysis, epi-absorbance fluorescence;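 active = inhibition above the mean of all tested compounds plus 3 SD, cutoff set per screening run, cut at about 7.5% in these data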;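 note: red hydrolysis product quenches plate fluorescence so inhibitors raise well fluorescence; 0% = enzyme with DMSO and 100% = DMSO without enzyme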
Active calls of the source: *; nt = no result given. Compounds as they come; about 5.3% have a hit in one of these screens.

Short keys – A = IDE cell activ; B = IMP-1 inhibitor; C = pCIP destab; D = IDE inh; E = NALP1 inh; F = GPR7 antagonist; G = PfM18AAP inh; H = PHOSPHO1 block; I = VIM-2 inh
> NNC(=O)c1oc2ccccc2c1-n1cccc1
  A = -2	B = -3.6	C = 4	D = 7	E = -18	F = 14	G = 0	H = 7	I = -4.5

> CCCCCCC1CCC(C(=O)NC(CCSC)C(=O)NC(C(=O)OC)C(C)C)CC1 (stereo not drawn)
  A = -1	B = -3.3	C = -1	D = -1	E = 18	F = -8	G = -13	H = 18	I = -3.3

> CC1CCN(c2ccccc2NC(=S)NC(=O)C(C)(C)C)CC1
  A = 8	B = 6.3*	C = -12	D = 1	E = 34	F = -7	G = -1	H = 13	I = -0.3

> CCOCCCn1c(=S)[nH]c2cc(C(=O)N3CCC(C(N)=O)CC3)ccc2c1=O
  A = 1	B = -4.7	C = 2	D = 1	E = 9	F = 0	G = 10	H = -4	I = -2.5

> O=[N+]([O-])c1ccc(C2NS(=O)(=O)N=C3CCCCCN32)cc1 (stereo not drawn)
  A = -1	B = -3.4	C = 8	D = 0	E = 14	F = -13	G = 2	H = -8	I = -1.4

> CC1=C(C)CC(C(=O)Nc2cccc([N+](=O)[O-])c2)C(C(=O)O)C1 (stereo not drawn)
  A = 3	B = -1.9	C = -6	D = 0	E = 35	F = -6	G = 2	H = 1	I = -2.8

> O=C(O)/C(=C\c1cccs1)c1ccc(F)cc1
  A = 4	B = -0.1	C = -3	D = -3	E = 18	F = 10	G = -2	H = -21	I = 2.3

> Cc1ccc(S(=O)(=O)N2CCN(c3ncccn3)CC2)cc1C
  A = -5	B = 0.7	C = nt	D = 5	E = nt	F = 6	G = 4	H = nt	I = 0.1

> CC(=O)C1C(c2ccccc2)c2c(n[nH]c2C)CC1(C)O (stereo not drawn)
  A = -2	B = -4.1	C = -11	D = 3	E = -88	F = -12	G = -6	H = 6	I = -1.0

> O=C1/C(=C/c2ccncc2)SC(=S)N1C1CCS(=O)(=O)C1 (stereo not drawn)
  A = -9	B = -1.7	C = -14	D = -2	E = 1	F = -3	G = 16	H = 20	I = 0.8

> COc1cccc(Oc2ccc3nnc(C(F)(F)F)n3n2)c1
  A = 7	B = -0.9	C = -13	D = 5	E = 3	F = -5	G = 7	H = 16	I = 0.4

> Cc1cccc(C(=O)NNc2ncnc3c2cnn3C)c1
  A = -1	B = -1.4	C = -2	D = 3	E = -15	F = 3	G = 15	H = -2	I = -3.8

> COc1ccc(NC(=O)CSc2ccccc2)c(OC)c1
  A = 4	B = -1.6	C = -9	D = 5	E = 15	F = 1	G = 3	H = 17	I = 0.1

> Cc1cccc(/C=N/NC(=O)c2ccc(F)cc2)n1
  A = 0	B = -1.8	C = -6	D = 0	E = 3	F = -8	G = -2	H = 33	I = -2.1

> CC(/C=C/C1(O)C(C)CC(O)CC1(C)C)OC1OC(CO)C(O)C(O)C1O (stereo not drawn)
  A = 1	B = nt	C = -3	D = 0	E = -15	F = nt	G = nt	H = 27	I = nt

> CC(=O)Nc1ccc(C(=O)N/C(=C/c2ccccc2)C(=O)NCc2ccco2)cc1
  A = 2	B = 1.3	C = -4	D = 0	E = 17	F = 2	G = -1	H = 22	I = -0.4

> Cc1cccc(NC(=O)CCS(=O)(=O)c2cc3c(cc2Cl)NC(=O)CO3)c1
  A = -3	B = -4.2	C = 1	D = 2	E = 0	F = -14	G = 7	H = 38	I = -1.5

> CCC(C)c1ccc(NC(=S)NCc2ccccc2OC)cc1 (stereo not drawn)
  A = 0	B = -2.4	C = -8	D = nt	E = 0	F = 0	G = 0	H = 41	I = -0.6

> Cc1noc(C)c1S(=O)(=O)N1CCC(C(=O)Nc2ccccn2)CC1
  A = 3	B = -0.8	C = -24	D = -4	E = 15	F = 1	G = 5	H = -12	I = 1.9

> CCn1c(=O)c2cc(C(=O)NC(C)C)sc2c2ccccc21
  A = 5	B = 0.0	C = -1	D = 1	E = nt	F = -7	G = 10	H = 36	I = 5.7

> O=C(O)CCN1C(=O)c2ccccc2C1=O
  A = -1	B = -3.8	C = 0	D = 0	E = -11	F = 18*	G = 2	H = 37	I = -3.0

> O=C(CC1NCCNC1=O)NC1Cc2ccccc2C1 (stereo not drawn)
  A = nt	B = -2.4	C = -3	D = 3	E = 4	F = -11	G = -9	H = 12	I = -2.4

> Cc1ccc(C(=O)COc2cc(C)nc3nncn23)cc1
  A = -2	B = -3.2	C = -1	D = 1	E = -9	F = -10	G = 3	H = 16	I = -2.9

> O=C(c1noc2c1CCCC2)N1CCCC(N2CCN(c3ccccc3F)CC2)C1 (stereo not drawn)
  A = 0	B = 1.9	C = -18	D = 0	E = 8	F = 12	G = 1	H = 23	I = 1.0

> COc1ccc(NC(=O)CSc2nnc(N)s2)c([N+](=O)[O-])c1
  A = 4	B = -2.8	C = -12	D = -1	E = 20	F = 0	G = 9	H = -20	I = -3.3

> O=S(=O)(NC1CCCC1)c1cc(F)ccc1F
  A = 1	B = -1.5	C = -19	D = -8	E = 16	F = -7	G = 3	H = 10	I = -1.2

> CC(C)CC(=O)Nc1c2c(nn1-c1ccc(F)cc1)CSC2
  A = 2	B = -5.3	C = -7	D = -2	E = 23	F = -5	G = -11	H = -9	I = -4.4

> Cn1c(Cl)nc2c1c(=O)n(Cc1cccc(Br)c1)c(=O)n2C
  A = -9	B = -4.5	C = 0	D = 2	E = 45	F = -15	G = -12	H = 3	I = -0.1

> CCc1ccc(-c2nc(CN3CCC(C(=O)NCCc4ccc(OC)c(OC)c4)CC3)c(C)o2)cc1
  A = -2	B = -1.5	C = -2	D = 8	E = -29	F = -1	G = 6	H = 11	I = 0.1

> CCCN1CCC(NC(=O)Nc2ccc(OC)c(OC)c2)CC1
  A = 6	B = -0.2	C = -4	D = 1	E = -1	F = 2	G = -18	H = -27	I = 0.5

Shown with two lines to a compound: 10 of the compounds above
Values in the order: IDE cell activ	IMP-1 inhibitor	pCIP destab	IDE inh	NALP1 inh	GPR7 antagonist	PfM18AAP inh	PHOSPHO1 block	VIM-2 inh
O=C(O)CCN1C(=O)c2ccccc2C1=O
    -1	-3.8	0	0	-11	18*	2	37	-3.0
O=C(CC1NCCNC1=O)NC1Cc2ccccc2C1 (stereo not drawn)
    nt	-2.4	-3	3	4	-11	-9	12	-2.4
Cc1ccc(C(=O)COc2cc(C)nc3nncn23)cc1
    -2	-3.2	-1	1	-9	-10	3	16	-2.9
O=C(c1noc2c1CCCC2)N1CCCC(N2CCN(c3ccccc3F)CC2)C1 (stereo not drawn)
    0	1.9	-18	0	8	12	1	23	1.0
COc1ccc(NC(=O)CSc2nnc(N)s2)c([N+](=O)[O-])c1
    4	-2.8	-12	-1	20	0	9	-20	-3.3
O=S(=O)(NC1CCCC1)c1cc(F)ccc1F
    1	-1.5	-19	-8	16	-7	3	10	-1.2
CC(C)CC(=O)Nc1c2c(nn1-c1ccc(F)cc1)CSC2
    2	-5.3	-7	-2	23	-5	-11	-9	-4.4
Cn1c(Cl)nc2c1c(=O)n(Cc1cccc(Br)c1)c(=O)n2C
    -9	-4.5	0	2	45	-15	-12	3	-0.1
CCc1ccc(-c2nc(CN3CCC(C(=O)NCCc4ccc(OC)c(OC)c4)CC3)c(C)o2)cc1
    -2	-1.5	-2	8	-29	-1	6	11	0.1
CCCN1CCC(NC(=O)Nc2ccc(OC)c(OC)c2)CC1
    6	-0.2	-4	1	-1	2	-18	-27	0.5

Next entries
Short keys – A = IDE cell activ; B = IMP-1 inhibitor; C = pCIP destab; D = IDE inh; E = NALP1 inh; F = GPR7 antagonist; G = PfM18AAP inh; H = PHOSPHO1 block; I = VIM-2 inh
> COc1ccccc1C1=NN(C(=S)Nc2ccccc2)C(c2ccco2)C1 (stereo not drawn)
  A = 2	B = -1.0	C = -8	D = 8	E = 16	F = -7	G = 9	H = 28	I = -0.1

> COC(=O)c1cc(OC)c(OC)cc1-n1cnc2cc(OC)c(OC)cc2c1=O
  A = 2	B = 2.8	C = 2	D = 4	E = 20	F = -8	G = 12	H = 12	I = 0.2

> Cc1ccc(-c2ccc([C@H]3[C@@H]4C=CCC[C@@]4(C)C(=O)N3Cc3ccccc3)c(F)c2)cc1
  A = 0	B = nt	C = -9	D = -5	E = 14	F = nt	G = nt	H = 22	I = nt

> Cc1ccc(SCC(=O)N=C2NC(=O)CS2)cc1
  A = -4	B = -3.6	C = 0	D = 7	E = 1	F = -17	G = 14	H = -19	I = -4.2

> CC1CC(C)CN(C(=O)c2ccc(S(=O)(=O)N3CC(C)CC(C)C3)cc2)C1 (stereo not drawn)
  A = 3	B = -2.6	C = 3	D = -7	E = 17	F = 25*	G = 0	H = 4	I = -1.4

> C/C(=N\NC(=O)CNC(=O)c1ccc2c(c1)OCCO2)c1ccco1
  A = -1	B = -0.5	C = -2	D = -3	E = 12	F = -13	G = -9	H = 20	I = -1.9

> CCN(c1cccc(C(F)(F)F)c1)S(=O)(=O)c1ccc2c(c1)CCN2C(C)=O
  A = 0	B = 0.1	C = 0	D = 1	E = 19	F = -4	G = -6	H = 0	I = 0.2

> CC(O)CCc1ccc(O)cc1 (stereo not drawn)
  A = 3	B = -2.9	C = 14	D = -3	E = -10	F = -8	G = 2	H = 16	I = -2.2

> Cc1ccc(S(=O)(=O)c2c[nH]c3cc4c(cc3c2=O)OCO4)cc1
  A = nt	B = -1.2	C = 6	D = 1	E = nt	F = -7	G = -3	H = 8	I = -1.2

> O=C(O)CCC(=O)N1CCC[C@H]1C(=O)O
  A = 0	B = nt	C = -1	D = 3	E = -1	F = nt	G = nt	H = 8	I = nt

> Cc1nn(C)cc1/C=N/NC(=S)Nc1ccccc1
  A = 4	B = -2.9	C = -11	D = -2	E = -25	F = 2	G = 26	H = 60	I = -1.8

> O=C(O)c1ccc(-c2ccc(/C=C3\NC(=O)N(Cc4ccc(Cl)cc4)C3=O)o2)cc1
  A = -2	B = -3.3	C = -7	D = nt	E = 1	F = -8	G = 4	H = -4	I = -4.3

> COCCN(C(=O)Nc1ccc(OC)cc1OC)C1CCN(C(C)=O)CC1
  A = -1	B = -0.6	C = -4	D = 2	E = 6	F = -13	G = -7	H = 2	I = -5.5

> COc1cccc(-n2c(SCC(=O)OC(C)C)nnc2-c2cccnc2)c1
  A = -10	B = -1.9	C = 1	D = 9	E = 8	F = -12	G = -1	H = 14	I = -1.9

> COc1ccc(/C=C/C(=O)c2ccccc2)cc1Cn1nnc2ccccc21
  A = -3	B = -1.6	C = -1	D = 8	E = 14	F = 11	G = 13	H = -1	I = 0.2

> COC(=O)Cn1c(=O)oc2ccc(C)cc21
  A = 4	B = -2.4	C = -6	D = 2	E = 7	F = 2	G = 0	H = 31	I = -4.2

> Fc1ccc(Nc2nc(Oc3ccccc3F)nc(N3CCCC3)n2)cc1
  A = 1	B = 2.6	C = -3	D = -3	E = 47	F = 4	G = 6	H = 22	I = -4.6

> CCSc1nn2c(=O)c3ccccc3nc2s1
  A = -5	B = -4.3	C = -8	D = -4	E = -5	F = -9	G = 2	H = 9	I = 0.6

> C/C(Cc1ccccc1)=N\NC(=O)CNC(=O)c1ccc(Cl)cc1
  A = -2	B = -0.4	C = 1	D = 1	E = 29	F = 8	G = 12	H = 34	I = 1.5

> CCOC(=O)c1sc(N(Cc2ccccc2)C(=O)COC(=O)c2ccc(O)cc2)nc1C
  A = 6	B = -0.4	C = -10	D = 4	E = 38	F = 0	G = -14	H = -4	I = 2.0

High-throughput results as filed in PubChem.
